High-throughput results deposited in PubChem by The Scripps Research Institute Molecular Screening Center.
PREPL inh: inhibitors of human prolyl oligopeptidase-like enzyme PREPL; Q4J6C6; recombinant PREPL, fluorescence polarization activity-based probe; inhibition, % at 5.96 µM; actives 0.68% (n = 320,000); in the data active = inhibition above about 43%;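 note: 0% = enzyme with DMSO and 100% = wells lacking enzyme; many of its hits are not listed in these tables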
PAD4 inh: inhibitors of human PAD4 | actives 0.41% (n = 330,000) | inhibition, % at 6.36 µM | Q9UM07 | recombinant PAD4, RCA probe fluorescence polarization;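 active = percent inhibition above a cutoff equal to the mean of all tested compounds plus 3 SD, cut at about 15% in these data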;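 note: 0% = PAD4 with RCA probe and DMSO and 100% = probe without PAD4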
PAFAH1B3 FP inh: PAFAH1B3 (human) inhibition; Q15102; recombinant PAFAH1B3, FP-rhodamine probe, fluorescence polarization; inhibition, % at 3.39 µM; actives 0.28% (n = 340,000); AID 492972;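 active = inhibition above the screen-wide average of all tested compounds plus 3 SD, cut at about 25% in these data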;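 note: 0% = enzyme with DMSO only and 100% = wells lacking PAFAH1B3 protein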
Target sequence (Q15102 whole entry, looked up): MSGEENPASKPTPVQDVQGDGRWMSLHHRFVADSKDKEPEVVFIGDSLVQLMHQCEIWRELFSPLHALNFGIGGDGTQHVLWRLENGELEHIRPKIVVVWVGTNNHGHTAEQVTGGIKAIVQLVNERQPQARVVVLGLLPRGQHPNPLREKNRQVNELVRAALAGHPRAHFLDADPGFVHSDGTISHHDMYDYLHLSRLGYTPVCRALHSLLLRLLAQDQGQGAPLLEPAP
LYPLA2 inh: blocks human lysophospholipase 2, a PME1 counter-screen | actives 0.38% (n = 320,000) | inhibition, % at 5.9 µM | O95372 | recombinant LYPLA2, FP-Rh probe fluorescence polarization;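 active = inhibition above the screen-wide mean plus 3 SD, limit set per campaign, cut at about 26% in these data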;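 note: 0% = LYPLA2 with DMSO and 100% = wells lacking LYPLA2 enzyme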
Target sequence (O95372 whole entry, looked up): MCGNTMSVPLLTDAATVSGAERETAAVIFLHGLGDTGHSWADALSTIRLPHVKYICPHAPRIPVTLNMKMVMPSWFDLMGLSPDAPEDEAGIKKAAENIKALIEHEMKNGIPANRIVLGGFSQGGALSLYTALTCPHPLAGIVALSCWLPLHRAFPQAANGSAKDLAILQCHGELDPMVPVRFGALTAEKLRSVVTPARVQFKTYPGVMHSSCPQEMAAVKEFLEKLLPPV
pPAFAH FP inh: inhibitors of human plasma PAF acetylhydrolase (pPAFAH); Q13093; recombinant pPAFAH, FP-rhodamine probe fluorescence polarization; inhibition, % at 3.39 µM; actives 1.5% (n = 330,000); AID 463082;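 active = inhibition above the mean inhibition across the screen plus 3 SD, cut at about 25% in these data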;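 note: inhibitors block binding of the rhodamine activity-based probe so polarization drops; 0% = enzyme with DMSO and 100% = wells lacking pPAFAH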
PAFAH1B2 FP inh: inhibitors of human PAFAH1B2. recombinant PAFAH1B2, FP-rhodamine activity probe, fluorescence polarization. inhibition, % at 3.39 µM. actives 1.2% (n = 340,000). AID 492953;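 active = inhibition above the mean of all tested compounds plus 3 SD, cut at about 24% in these data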;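 note: 0% = enzyme with DMSO and 100% = wells lacking PAFAH1B2; many of its hits are not listed in these tables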
GSTO1 inh: GSTO1 inhibition, counter-screen for RBBP9 inhibitors; P78417; recombinant GSTO1, activity-based probe fluorescence polarization; inhibition, % at 5.96 µM; actives 1.1% (n = 300,000);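 active = inhibition above the campaign mean inhibition plus 3 SD, cut at about 35% in these data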;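 note: 0% = GSTO1-1 with DMSO and 100% = wells lacking GSTO1-1 enzyme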
PME-1 primary: PME-1 (human) inhibition; Q9Y570; recombinant PME-1, FP-Rh probe fluorescence polarization; inhibition, % at 5.9 µM; actives 0.53% (n = 320,000);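 active = inhibition above the campaign mean of all compounds plus 3 SD, cut at about 26% in these data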;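 note: competitive labeling of PME-1 active site by serine hydrolase directed probe; 0% = PME-1 with DMSO and 100% = wells lacking PME-1 enzyme; inhibitors block probe labeling so polarization falls and inhibition rises; many of its hits are not listed in these tables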
Target sequence (Q9Y570 whole entry, looked up): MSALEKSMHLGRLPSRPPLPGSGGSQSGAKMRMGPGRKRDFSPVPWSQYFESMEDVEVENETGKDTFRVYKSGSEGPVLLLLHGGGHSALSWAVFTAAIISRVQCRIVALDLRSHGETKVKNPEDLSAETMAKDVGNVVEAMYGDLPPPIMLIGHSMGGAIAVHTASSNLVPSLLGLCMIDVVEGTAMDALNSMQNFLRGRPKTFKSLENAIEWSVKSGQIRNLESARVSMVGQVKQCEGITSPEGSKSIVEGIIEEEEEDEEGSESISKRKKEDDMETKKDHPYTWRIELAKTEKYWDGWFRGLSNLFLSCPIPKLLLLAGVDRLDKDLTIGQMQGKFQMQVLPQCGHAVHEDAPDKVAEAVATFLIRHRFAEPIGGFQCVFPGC
LYPLA1 counter: blocks human lysophospholipase 1, a PME1 counter-screen; actives 0.16% (n = 320,000); inhibition, % at 5.9 µM; O75608; recombinant LYPLA1, FP-Rh probe fluorescence polarization;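 active = inhibition above the mean of all tested compounds plus 3 SD, set per campaign, cut at about 14% in these data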;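 note: inhibitors block serine hydrolase probe labeling of LYPLA1 so polarization falls; 0% = enzyme with DMSO and 100% = wells lacking LYPLA1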
Target sequence (O75608 whole entry, looked up): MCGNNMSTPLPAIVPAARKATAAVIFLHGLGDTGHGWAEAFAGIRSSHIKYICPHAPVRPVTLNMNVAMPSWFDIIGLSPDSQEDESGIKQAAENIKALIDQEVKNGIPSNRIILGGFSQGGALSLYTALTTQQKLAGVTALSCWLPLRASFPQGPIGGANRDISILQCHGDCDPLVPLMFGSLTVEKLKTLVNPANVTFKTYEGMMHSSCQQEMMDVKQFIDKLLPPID
* marks the source's active call; other numbers are inactive results; x = not tested or not shown; & = joins results of further samples; ! = not confirmed by another sample.

1) Cc1ccc(S(=O)(=O)N(CCCO)Cc2cc3c(C)ccc(C)c3[nH]c2=O)cc1
2) O=C(CCn1nnc2ccccc2c1=O)NCC1CCC(C(=O)O)CC1 (stereo unspecified)
3) ClCc1nc2ccccc2n1Cc1ccccc1
4) O=C(COC(=O)C1CCC1)Nc1ccc(Cl)cn1
5) CCOC(=O)C(C)Sc1ccc2nnc(-c3ccc(F)cc3)n2n1 (stereo unspecified)
6) Cc1nc(NCc2ccccc2)sc1C(=O)Nc1ccccc1
7) O=C(c1ccc(Cl)cc1)c1ccc(OCC(O)CN2CCCCC2)cc1 (stereo unspecified)
8) O=C(/C=C/c1ccco1)NC(=S)Nc1ccc(Cl)cn1

| Screen / compound no. | 1 | 2 | 3 | 4 | 5 | 6 | 7 | 8 |
| --- | --- | --- | --- | --- | --- | --- | --- | --- |
| PREPL inh | -4 | 1 | -18 | 17 | 19 | 4 | -5 | 3 |
| PAD4 inh | 5 | 1 | -3 | -2 | -2 | 4 | 2 | -4 |
| PAFAH1B3 FP inh | 3 | 1 | 10 | 4 | 7 | -2 | 3 | 5 |
| LYPLA2 inh | 2 | -4 | 2 | x | 4 | 5 | 6 | -1 |
| pPAFAH FP inh | 1 | 2 | -1 | 4 | 0 | -1 | -4 | 15 |
| PAFAH1B2 FP inh | 5 | 2 | 7 | 1 | 2 | 0 | 3 | -1 |
| GSTO1 inh | -5 | 3 | 35 | x | 7 | -13 | 1 | 8 |
| PME-1 primary | -7 | 5 | 4 | x | 0 | 0 | -7 | -9 |
| LYPLA1 counter | -1 | -3 | 1 | x | 0 | 0 | -2 | 0 |

9) C=CCOc1ccc(CN(C)Cc2nc3cc(C(F)(F)F)ccc3c(=O)[nH]2)cc1
10) COC(=O)c1ccc(NC(=O)CN(C)S(=O)(=O)c2ccc(OC)c(C)c2)cc1
11) Cc1c(C)c2cc(Cl)c(OCc3nn[nH]n3)cc2oc1=O
12) CCCCCc1c(C)nc(N2CCN(Cc3ccc4c(c3)OCO4)CC2)[nH]c1=O
13) O=C(NCCN1CCOCC1)c1csc2c1CCCC2
14) Cc1nnc(N2C(=O)C(=O)/C(=C(/O)c3ccc4c(c3)OCCO4)C2c2ccc(F)cc2)s1 (stereo unspecified)
15) Cc1ccc(-n2ncc(N(C)C)c(Cl)c2=O)cc1
16) CC(=O)Nc1ccc(S(=O)(=O)N(C)CC(=O)NCCOc2ccccc2)cc1

| Screen / compound no. | 9 | 10 | 11 | 12 | 13 | 14 | 15 | 16 |
| --- | --- | --- | --- | --- | --- | --- | --- | --- |
| PREPL inh | 3 | 13 | -1 | 11 | 17 | -9 | -14 | 9 |
| PAD4 inh | -1 | -3 | -5 | -2 | 0 | -4 | 1 | -5 |
| PAFAH1B3 FP inh | -3 | 7 | 6 | 9 | -9 | 5 | 4 | -6 |
| LYPLA2 inh | 7 | -15 | 2 | -6 | 5 | 1 | -4 | x |
| pPAFAH FP inh | 4 | 2 | -15 | -3 | 2 | 3 | -2 | 9 |
| PAFAH1B2 FP inh | 20 | 0 | 0 | 8 | -3 | 1 | 2 | 1 |
| GSTO1 inh | 0 | 6 | 3 | 3 | -4 | 2 | 2 | x |
| PME-1 primary | 2 | -7 | -2 | -4 | 3 | 2 | -2 | x |
| LYPLA1 counter | 5 | -5 | 2 | 3 | 3 | 2 | -2 | x |

17) COc1ccc(-n2c(SCC#N)nc3ccccc3c2=O)cc1
18) Cc1cc(C)cc(OCC(=O)OCC(=O)N(C)CC(=O)Nc2ccc(F)cc2)c1
19) Cc1cc(C)c(NS(=O)(=O)c2ccc3c(c2)NC(=O)C(C)C(=O)N3)c(C)c1 (stereo unspecified)
20) Cc1ccc(NC(=S)N(CCN(C)C)C(C)c2cccnc2)c(C)c1 (stereo unspecified)
21) COc1ccc(COc2cccc(C=O)c2)cc1
22) O=S(=O)(NCCN1CCCC1)c1ccc(Cl)cc1
23) O=C(NCc1ccccc1C(F)(F)F)C1CC(O)CN1C(=O)Nc1ccccc1 (stereo unspecified)
24) CC1=NN(c2ccccc2)C(=O)/C1=C\c1cn(CCC#N)nc1-c1ccc(Cl)cc1

| Screen / compound no. | 17 | 18 | 19 | 20 | 21 | 22 | 23 | 24 |
| --- | --- | --- | --- | --- | --- | --- | --- | --- |
| PREPL inh | 8 | 6 | -1 | -2 | 2 | -17 | 13 | 1 |
| PAD4 inh | -4 | -4 | -1 | -2 | 0 | 3 | 1 | 19* |
| PAFAH1B3 FP inh | 6 | 9 | 1 | 4 | 10 | 1 | -1 | 5 |
| LYPLA2 inh | -4 | 0 | 0 | 11 | 4 | -12 | -3 | 1 |
| pPAFAH FP inh | 3 | 22 | 0 | 7 | 8 | 2 | -2 | -2 |
| PAFAH1B2 FP inh | 2 | -2 | 5 | 1 | -1 | -2 | 3 | 5 |
| GSTO1 inh | 4 | 0 | -3 | 2 | 3 | 4 | -3 | 53* |
| PME-1 primary | -2 | -2 | 0 | -2 | -1 | -4 | 1 | -4 |
| LYPLA1 counter | -5 | 2 | -4 | 3 | -1 | -5 | 2 | -1 |

25) CC(/C=C\c1cccnc1)=C/C(=O)O
26) O=C(Cc1cc(=O)[nH][nH]1)N/N=C/c1c(Cl)cccc1Cl
27) Cc1cc(C)c2c(c1)OC(=O)CC2c1ccc2c(c1)OCO2 (stereo unspecified)
28) Cc1cc(=O)n2cccc(O)c2n1
29) CCOC(=O)C(=CNc1ncccc1C)C(=O)OCC
30) COc1ccccc1-c1nnc(SC(C)C(=O)Nc2ccc(C(N)=O)cc2)o1 (stereo unspecified)
31) Cc1nn(-c2ccccc2)c(=S)n1-c1ccccc1
32) Cc1ccc(/C=N/NC(=O)c2cccc([N+](=O)[O-])c2)o1

| Screen / compound no. | 25 | 26 | 27 | 28 | 29 | 30 | 31 | 32 |
| --- | --- | --- | --- | --- | --- | --- | --- | --- |
| PREPL inh | 9&-6 | 25&31 | x | -3 | -2 | 1 | 2 | 6 |
| PAD4 inh | -2&-2 | 20*! | 1 | 3 | 5 | -3 | -1 | 0 |
| PAFAH1B3 FP inh | 1&1 | -1&-3 | 5 | 3 | 10 | 10 | 6 | 4 |
| LYPLA2 inh | -3&-9 | 4&-1 | x | 3 | 1 | 6 | 3 | 1 |
| pPAFAH FP inh | 5&1 | 7&11 | 20 | 2 | 0 | 1 | 2 | 9 |
| PAFAH1B2 FP inh | -1&1 | 0&4 | 4 | 6 | 2 | 5 | 1 | 2 |
| GSTO1 inh | -10&9 | 52* | x | 21 | 1 | -12 | -2 | 6 |
| PME-1 primary | -1&-4 | -1&-3 | x | 1 | 3 | 9 | -1 | 10 |
| LYPLA1 counter | -1&-1 | 3&-1 | x | -1 | -2 | 3 | -2 | 4 |

33) O=c1cc(CO)oc(C(Nc2ccccn2)c2ccc(C(F)(F)F)cc2)c1O (stereo unspecified)
34) COC(=O)Cc1ccc2sc(-c3ccccc3)nc2c1
35) Cc1ccc(C)c(-n2c(SCC(N)=O)nnc2-c2ccccn2)c1
36) CCCCc1cc(=O)oc2c(CN(C)C)c(O)ccc12
37) C/C(=N\O)c1ccc2c(c1)OCCO2
38) CC(=O)N1CCN(CC(=O)Nc2ccc3c(c2)CCC3)CC1
39) CS(=O)(=O)N(CC(=O)N1CCCC1)c1ccc(Cl)c(Cl)c1
40) O=C(O)c1cccc(CN2C(=O)SC(Nc3cccc4ccccc34)C2=O)c1 (stereo unspecified)

| Screen / compound no. | 33 | 34 | 35 | 36 | 37 | 38 | 39 | 40 |
| --- | --- | --- | --- | --- | --- | --- | --- | --- |
| PREPL inh | 13 | -9 | 6 | 7 | 2 | -25 | 8 | 1 |
| PAD4 inh | 0 | -2 | 7 | 1 | -2 | 0 | 0 | 0 |
| PAFAH1B3 FP inh | 6 | 3 | 4 | -3 | 21 | 4 | 1 | 3 |
| LYPLA2 inh | 5 | 6 | -3 | 7 | 3 | -3 | 0 | -2 |
| pPAFAH FP inh | 12 | 2 | 0 | 7 | 3 | -1 | 1 | 2 |
| PAFAH1B2 FP inh | 2 | 0 | 1 | 11 | 5 | 2 | 2 | 5 |
| GSTO1 inh | 5 | 1 | 0 | -2 | 6 | -2 | -5 | 2 |
| PME-1 primary | -4 | -4 | -5 | -3 | 5 | 0 | 1 | 1 |
| LYPLA1 counter | 1 | -4 | -1 | 3 | 3 | -4 | -2 | -1 |

41) Cc1ccc(/C=C/C(=O)NCCc2c[nH]c3ccccc23)o1
42) CCC(C)(O)c1[nH]c2ccc(C(=O)OC)cc2c1C (stereo unspecified)
43) Cc1ccc(CSc2nnc(CC(=O)Nc3ccc(C)cc3)n2C)cc1
44) O=c1[nH]c2ccccc2c2ccccc12
45) CCc1nc2ccc(C(=O)NCCc3ccco3)cc2nc1CC
46) COc1ccc(C2=NN(C(=O)CSc3ncccn3)C(c3ccc(C)cc3)C2)cc1 (stereo unspecified)
47) O=S(=O)(c1ccc(Cl)cc1)N1CCN=C1SCc1cccnc1
48) O=C(NCc1ccco1)C1CCC(N2C(=O)c3ccccc3C2=O)CC1 (stereo unspecified)

| Screen / compound no. | 41 | 42 | 43 | 44 | 45 | 46 | 47 | 48 |
| --- | --- | --- | --- | --- | --- | --- | --- | --- |
| PREPL inh | -15 | -3 | 16 | 3 | 11 | 4 | 4 | 8 |
| PAD4 inh | 1 | 0 | -2 | -2 | -3 | 0 | -2 | -1 |
| PAFAH1B3 FP inh | 2 | 3 | 6 | 24 | 10 | 5 | 8 | 4 |
| LYPLA2 inh | 0 | -1 | 4 | 2 | 9 | 1 | -5 | 2 |
| pPAFAH FP inh | 9 | 3 | 3 | -1 | 2 | 3 | 3 | 5 |
| PAFAH1B2 FP inh | 3 | -3 | 5 | -4 | 1 | -4 | 11 | -4 |
| GSTO1 inh | 7 | 6 | -4 | -4 | 3 | -8 | 17 | 4 |
| PME-1 primary | 4 | 1 | 3 | -1 | 0 | -1 | 5 | -1 |
| LYPLA1 counter | -1 | 4 | 1 | 0 | 6 | -1 | -2 | -1 |

49) Cc1nn(CC(=O)O)c(C)c1[N+](=O)[O-]
50) Cc1nc2ccccn2c1/C(O)=C1\C(=O)C(=O)N(CCN2CCOCC2)C1c1cccnc1 (stereo unspecified)
51) CN(CC(=O)Nc1ccc(F)cc1)C(=O)COC(=O)CSc1ccc(F)cc1
52) Cc1cc(C)nc(N2CCN(c3nnnn3-c3ccccc3)CC2)n1
53) COc1cc(/C=N/NC(=O)c2cccs2)ccc1O
54) COc1ccc(C2=NN(C(=O)c3ccccc3C(=O)O)C(c3ccccc3O)C2)cc1 (stereo unspecified)
55) O=c1c2ccccc2nc(SCc2ccc(F)cc2Cl)n1CCCN1CCOCC1

| Screen / compound no. | 49 | 50 | 51 | 52 | 53 | 54 | 55 |
| --- | --- | --- | --- | --- | --- | --- | --- |
| PREPL inh | -10 | 4 | -6 | 5 | 6 | 2 | 33 |
| PAD4 inh | 1 | 1 | 0 | 2 | -3 | -10 | 0 |
| PAFAH1B3 FP inh | 1 | 7 | 8 | 5 | -3 | -8 | 2 |
| LYPLA2 inh | -4 | -1 | -1 | 4 | -4 | -7 | -10 |
| pPAFAH FP inh | 1 | 7 | 20 | 4 | -2 | -7 | 4 |
| PAFAH1B2 FP inh | 4 | -2 | 18 | 3 | 9 | -2 | 8 |
| GSTO1 inh | 2 | 2 | 14 | 5 | 9 | 1 | 7 |
| PME-1 primary | 0 | 4 | -2 | 2 | 4 | -9 | 6 |
| LYPLA1 counter | 0 | 5 | -1 | 4 | 1 | -7 | 0 |

Only part of the results is shown. The share of hits here may be higher or lower than overall.
